sPLA2-III inh – human group III sPLA2 inhibitors, primary screen, biochemical, QFRET, BODIPY PC-A2 liposome substrate. QFRET BODIPY PC-A2 liposome hydrolysis, fluorescence. inhibition, % at 12.2 µM. 370,000 tested, 0.56% active;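 active = inhibition above mean plus 3 SD of compounds lying within the high and low control bounds, cut at about 19% in these data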;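 note: 0% = median of test compound wells and 100% = no enzyme DMSO wells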
GAA850 FXN act – FXN promoter activators, primary screen, cell-based, luciferase luminescence, HEK293 lucGAA850 | HEK293 lucGAA850 FXN promoter luciferase reporter, 24 h; percent of 10 µM SAHA response | activation, % at 6 µM | 360,000 tested, 0.56% active | AID 540364, 2011;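 active = activation above the average of all compounds screened plus 3 SD, cutoff fixed separately per campaign, cut at about 7.5% in these data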;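 note: 0% = DMSO wells and 100% = 10 µM SAHA wells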
PG9 Ab binder – binders of HIV-1 gp120 antibody PG9, primary screen, biochemical, TR-FRET | HIV-1 gp120 / PG9 antibody interaction | TR-FRET gp120-PG9 antibody binding | 360,000 tested, 0.43% active | inhibition, % at 6.7 µM; in the data active = inhibition above about 8.5%
hgDAF-12 ag – H. glycines DAF-12 receptor agonists, primary screen, cell-based, luminescence, HEK293, GAL4 fusion, UAS-luciferase | Nuclear hormone receptor DAF-12 (Heterodera glycines), GAL4 fusion | HEK293 GAL4-hgDAF12 UAS-luciferase reporter, agonist luminescence; normalized to butyrate control | activation, % at 6.8 µM | 370,000 tested, 1.8% active | AID 687014, 2013;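 active = activation above a cutoff set at the mean of all screened compounds plus 3 SD, cut at about 10% in these data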;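 note: 0% = DMSO wells and 100% = sodium butyrate wells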
hcDAF-12 act – H. contortus DAF-12 nuclear receptor activators, primary screen, cell-based, luminescence, HEK293, lit1-tk-luc reporter; 370,000 tested, 1.4% active; HEK293 hcDAF-12 lit1-tk-luc reporter; 0% DMSO, 100% Δ7-dafachronic acid; activation, % at 6.8 µM;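 active = activation above the mean of all tested compounds plus 3 SD, cut at about 5.5% in these data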;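 note: 100% = response to 3 µM Δ7-dafachronic acid high control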
DAX1 inh-1 – DAX1 (NR0B1) inhibitors, primary screen, cell-based, HEK293, Gal4-DAX1, luciferase luminescence | HEK293 Gal4-DAX1 luciferase reporter | inhibition, % at 6.75 µM | 340,000 tested, 0.99% active | AID 504766, 2011;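 active = inhibition above the mean over all tested compounds plus 3 SD, cut at about 4.2% in these data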;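 note: 0% = DAX1-transfected cells with DMSO and 100% = empty-vector control cells with DMSO; inhibition shows as a rise in luminescence from relieved DAX1 repression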
NR1D1 modulator – modulators of Rev-erb alpha DNA binding, primary screen, biochemical, FITC-DNA, fluorescence polarization, uHTS | AID 1259318, 2017 | 370,000 tested, 0.79% active | Rev-erbα–FITC-DNA binding, 90 min | Nuclear receptor subfamily 1 group D member 1 (Homo sapiens), P20393 | activity, % at 10 µM;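 active = activity above about 14%, limit read from the data; passing the limit was not always enough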;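 note: 0% = DMSO wells with 35 nM protein and 100% = DMSO wells with 750 nM protein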
SMARCA2 act – SMARCA2 (BRM) function activators, primary screen, cell-based, luminescence, high throughput. MG213 cells, MMTV-luciferase reporter, dexamethasone, overnight. activation, % at 9.1 µM. 370,000 tested, 1% active. AID 652017, 2013; in the data active = activation above about 7.8%;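 note: 0% = vehicle wells and 100% = reference activator wells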
DAX1 inh-2 – DAX1 (NR0B1) inhibitors on StAR promoter, primary screen, cell-based, luminescence, SF-1 (NR5A1), full-length DAX-1. HEK293T StAR-luciferase reporter, SF-1/DAX-1 repression relief. inhibition, % at 6.8 µM. 370,000 tested, 1.1% active. AID 652010, 2013;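 active = inhibition above the mean over all tested compounds plus 3 SD, cut at about 3.6% in these data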;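 note: 0% = DAX-1 cells with DMSO and 100% = cells lacking DAX-1 with DMSO; higher inhibition means more luminescence from relief of DAX-1 repression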
PLC-beta3 inh – human PLC-beta3 inhibitors, primary screen, biochemical, fluorescence. inhibition, % at 12.2 µM. Purified PLC-beta3, fluorogenic substrate. 370,000 tested, 0.18% active. AID 720704, 2013; in the data active = inhibition above about 11%;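 note: 0% = median of compound wells on plate and 100% = full blocker control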
Target sequence (Q01970 whole entry, looked up): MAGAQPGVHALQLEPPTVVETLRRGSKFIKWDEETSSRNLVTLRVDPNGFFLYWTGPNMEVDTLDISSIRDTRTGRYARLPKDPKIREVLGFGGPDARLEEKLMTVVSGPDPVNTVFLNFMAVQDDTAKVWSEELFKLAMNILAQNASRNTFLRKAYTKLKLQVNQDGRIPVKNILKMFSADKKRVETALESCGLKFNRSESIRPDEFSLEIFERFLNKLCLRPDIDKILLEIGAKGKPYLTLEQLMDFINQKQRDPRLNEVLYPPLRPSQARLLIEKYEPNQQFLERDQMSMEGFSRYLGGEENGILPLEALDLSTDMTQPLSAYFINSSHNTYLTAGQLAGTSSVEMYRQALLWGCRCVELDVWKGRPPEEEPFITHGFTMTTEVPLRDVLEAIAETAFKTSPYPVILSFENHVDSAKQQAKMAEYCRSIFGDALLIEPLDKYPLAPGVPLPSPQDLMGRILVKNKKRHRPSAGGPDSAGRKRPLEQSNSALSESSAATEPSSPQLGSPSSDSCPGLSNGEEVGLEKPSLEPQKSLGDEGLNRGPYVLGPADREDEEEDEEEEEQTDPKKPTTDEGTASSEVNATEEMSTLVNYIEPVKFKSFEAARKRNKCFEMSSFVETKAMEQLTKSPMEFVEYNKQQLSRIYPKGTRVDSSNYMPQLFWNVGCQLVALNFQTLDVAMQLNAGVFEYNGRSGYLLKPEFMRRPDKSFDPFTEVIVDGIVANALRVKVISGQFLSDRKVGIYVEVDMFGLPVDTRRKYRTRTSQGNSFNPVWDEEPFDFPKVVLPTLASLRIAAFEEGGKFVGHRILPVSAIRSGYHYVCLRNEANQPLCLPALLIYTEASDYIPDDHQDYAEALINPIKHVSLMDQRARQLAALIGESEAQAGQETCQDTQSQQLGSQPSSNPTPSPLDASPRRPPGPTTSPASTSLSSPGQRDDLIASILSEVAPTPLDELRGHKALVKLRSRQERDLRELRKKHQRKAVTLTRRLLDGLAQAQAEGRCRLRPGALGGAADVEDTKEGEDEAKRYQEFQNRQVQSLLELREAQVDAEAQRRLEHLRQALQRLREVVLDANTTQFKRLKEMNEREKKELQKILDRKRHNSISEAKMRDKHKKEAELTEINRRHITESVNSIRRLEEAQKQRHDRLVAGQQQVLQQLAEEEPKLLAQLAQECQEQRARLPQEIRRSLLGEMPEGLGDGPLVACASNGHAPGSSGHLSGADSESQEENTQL
ssDAF-12 act – S. stercoralis DAF-12 nuclear receptor activators, primary screen, cell-based, luminescence, HEK293, GRIP1 co-expression, lit1-tk-luc | 370,000 tested, 1% active | activation, % at 6.8 µM | Nuclear hormone receptor DAF-12 (Strongyloides stercoralis) | HEK293 ssDAF-12/GRIP1 lit1-tk-luc reporter; % of 3 µM dafachronic acid response;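 active = activation above the mean over all tested compounds plus 3 SD, cut at about 0.9% in these data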;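 note: 0% = DMSO-only wells and 100% = 3 µM delta7-dafachronic acid wells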
Starred values were filed as active, the others as inactive; nt = no result given.

SMILES	sPLA2-III inh	GAA850 FXN act	PG9 Ab binder	hgDAF-12 ag	hcDAF-12 act	DAX1 inh-1	NR1D1 modulator	SMARCA2 act	DAX1 inh-2	PLC-beta3 inh	ssDAF-12 act
COc1cc(C(=O)OCC(=O)Nc2cc(-c3cc(C)c(C)cc3C)nn2-c2ccccc2)cc(OC)c1OC	2	1.8	-0.1	-0.1	-2.2	1.4	5	1	-0.3	2	-1.6
COc1cccc(CNC(=O)[C@@H]2CCCN2C(=O)[C@@H]2CCCN2C(=O)c2c(F)cccc2F)c1	13	nt	-0.1	-0.8	0.0	nt	-4	-4	-0.4	3	-0.6
COc1cccc(-c2ccc(-c3noc(-c4cccs4)n3)c(OC)n2)c1	8	-0.5	0.0	0.8	-0.9	0.3	12	1	0.2	0	-1.0
O=C(CN1C(=O)COc2ccc(S(=O)(=O)N3CCCC3)cc21)N1CCCC1	-4	1.0	-0.6	0.2	-1.7	-0.1	-4	-1	-0.1	-4	-1.3
CCC(C)N(C(=O)COC(=O)c1[nH]c(C)c(C(C)=O)c1C)C1CCS(=O)(=O)C1 (stereo not given)	9	-0.8	-1.6	-1.0	-0.8	0.4	3	-1	0.6	0	-1.4
CC(=O)N1c2c(cc(Br)cc2S(=O)(=O)N2CCOCC2)CC1C (stereo not given)	1	-1.0	0.8	-0.6	-0.4	-0.5	2	-2	-0.1	-2	-1.0
O=C(CCn1c(=O)oc2cc(Cl)ccc21)Nc1ccc(N2CCOCC2)cc1	0	-0.5	-0.6	-2.1	-2.0	-1.0	9	-3	-0.1	-8	-1.1
CC(C)c1ccc2[nH]c3c(c2c1)[C@@H]1CCN2C(=O)CCC[C@H](C3)[C@H]12	-30	3.4	0.2	3.3	-1.4	0.5	-3	2	0.7	-14	-1.1
O=C(OCc1nnc(-c2ccccc2)o1)C1CC(=O)N(c2ccccc2)C1 (stereo not given)	-4	-0.4	-0.5	-0.2	0.0	-0.5	4	-1	0.6	-6	-0.9
CSC1=NCCN1C(=O)Cc1ccc(F)cc1	10	3.4	1.1	-1.6	1.1	-0.2	-6	-1	-0.2	0	-1.8
N#Cc1ccc(-c2ccc(Cl)cc2)nc1Oc1ccc(F)cc1	-1	-0.5	-2.8	1.1	1.0	0.6	6	2	-0.2	2	-0.3
O=C(COc1ccc(Nc2ccccc2)cc1)Nc1ccncc1	2	0.7	-5.0	-6.7	-4.3	-3.2	0	-5	-7.4	-2	-1.7
CCCS(=O)(=O)N1CCCC(C(=O)c2ccccc2OC)C1 (stereo not given)	5	2.2	-0.6	-3.0	-1.3	-2.7	4	-3	-0.1	-2	-0.9
O=C1CCCC(=O)C1C(=O)C1CCN(S(=O)(=O)c2ccccc2)CC1	6	1.1	-1.7	0.3	-0.6	0.7	-6	5	0.0	1	-1.2
O=C(NC1=NCCS1)C1CC2CCC1C2 (stereo not given)	-5	0.3	2.1	0.0	-1.8	0.8	9	-6	-1.3	1	-1.1
CCOc1ncccc1C(=O)OCC(=O)c1ccc[nH]1	3	2.0	-2.0	-3.1	-1.4	-0.7	-7	0	-0.5	-5	-1.0
Cc1cccc(C)c1NC(=O)C(c1ccc(C#N)cc1)n1c(=O)c(-c2ccccc2)nc2ccccc21 (stereo not given)	7	nt	0.7	3.4	-0.5	nt	1	-5	-0.7	-91	-1.5
COC(=O)Cn1nc(-c2ccccc2)c2cc(Cl)ccc21	-10	2.6	1.2	-0.2	-2.5	-0.1	4	0	-0.5	0	-2.0
CCOC(=O)CN1C(=O)C2(OCCCO2)c2ccccc21	2	-0.1	-1.7	0.5	-1.1	-1.0	-3	3	0.1	2	-1.4
CCN(CC)CCNC(=O)Cn1cnc2sc(C)c(S(=O)(=O)N3CCN(c4ncccn4)CC3)c2c1=O	0	0.7	0.3	-2.6	-0.5	0.2	1	-3	-0.5	-2	-1.3
O=c1[nH]nc(-c2ccc([N+](=O)[O-])o2)c(=O)[nH]1	-4	0.2	0.1	2.2	0.0	0.9	-6	1	-2.5	-3	0.1
N=c1c(C(=O)NCc2ccco2)cc2c(=O)n3ccccc3nc2n1Cc1ccc(Cl)cc1	3	-1.3	0.0	-0.1	-1.2	-0.3	-22	-2	-0.5	-470	-1.0
COc1ccc(N2CCN(C(CNC(=O)C(=O)NCCCn3ccnc3)c3ccco3)CC2)cc1 (stereo not given)	9	0.8	-0.7	-2.4	-0.3	0.7	3	-7	-0.5	-3	-1.4
CCCN(CCC)CCCNC(=O)CS(=O)Cc1nc(-c2ccc(OC)c(OC)c2)oc1C (stereo not given)	5	2.4	-0.5	-1.9	-0.5	1.4	2	-3	0.5	-1	-0.7
C[n+]1ccc(/C=C/c2c[nH]c3ccc(F)cc23)cc1	-28	-2.3	-17	-8.3	-1.2	-1.7	125*	-4	-0.7	-405	-1.4
(cont.)
SMILES	sPLA2-III inh	GAA850 FXN act	PG9 Ab binder	hgDAF-12 ag	hcDAF-12 act	DAX1 inh-1	NR1D1 modulator	SMARCA2 act	DAX1 inh-2	PLC-beta3 inh	ssDAF-12 act
COc1ccc2oc(C(=O)OCC(=O)N3CCCCC3C)c(C)c2c1 (stereo not given)	1	2.7	-1.5	2.5	-0.8	1.4	-2	8.4*	2.1	-201	-0.5
CCCn1nnc(NC(=S)NC(=O)Cc2ccccc2)n1	2	-0.8	-0.2	-0.3	-1.7	0.0	2	-2	0.0	-4	-1.6
CN(C)S(=O)(=O)c1cccc(-c2nnc(SCc3cc(Cl)cc4c3OCOC4)n2N)c1	1	-0.4	1.3	-1.0	-0.3	-1.2	1	-1	-0.8	1	-1.0
CCCCCCCCCCCCCCCC(=O)OC(CC(=O)O)C[N+](C)(C)C (stereo not given)	-4	2.5	-1.3	-1.0	-1.5	0.6	-2	-2	-0.3	-2	-0.2
CCSC(C)CC1C/C(=N/O)c2c(C)noc2C1 (stereo not given)	-3	2.6	0.0	2.4	0.6	-0.2	-3	1	0.5	-1	-1.1
CCC(CC)C(=O)c1c[nH]c(C(=O)NN)c1	-7	-2.2	-2.9	1.9	0.1	-4.0	-4	-2	-2.2	-9	-1.9
CN1C(=O)/C(=C/c2cc(C(C)(C)C)c(O)c(C(C)(C)C)c2)NC1=S	0	0.8	-1.7	5.0	-1.6	-0.3	-6	6	-0.1	-4	-1.6
Cc1ccc(N(CCCCN2C(=O)c3ccccc3C2=O)C(=O)c2ccc(Cl)s2)cc1	9	0.5	0.1	-0.3	-1.1	-0.5	1	-3	0.1	3	-1.1
CC1(C(=O)NS(=O)(=O)c2ccccc2Cl)CCN1C(=O)c1ccccc1 (stereo not given)	0	0.2	1.1	-0.3	-1.5	nt	-4	0	1.1	0	-1.2
CC1Cc2ccccc2N1C1=CC(=O)CC(C)(C)C1 (stereo not given)	2	1.6	-1.4	1.4	-0.5	-0.5	1	-1	-1.6	1	-0.5
CCOC(=O)c1cnn(-c2nc(SC)nc3sc4c(c23)CCCC4)c1N	-2	1.9	-0.6	-1.0	-1.8	0.0	5	-3	-0.3	1	-1.7
COc1cccc(S(=O)(=O)NCc2ccc(C(=O)Nc3ccc(Cl)cc3)cc2)c1	-28	2.1	-0.2	-1.0	-6.0	-2.7	0	-5	-1.5	1	-2.1
Cc1cc(C)c2c(N)c(S(=O)(=O)Cc3ccccc3)sc2n1	6	-1.0	1.6	-1.0	-0.9	0.1	3	-2	0.4	-180	-0.9
CN1CCN(CCNC(=O)Nc2ccccc2C(F)(F)F)CC1	-1	0.6	-0.6	1.2	-1.1	0.7	3	1	-0.6	5	-1.5
Cn1nc(-c2ccccc2)c2nc3ccccc3nc21	-1	-1.1	0.6	2.5	6.8*	-0.2	-1	0	0.1	-108	0.6
CCCCCCNS(=O)(=O)c1ccc(NC(=O)C2CCCO2)cc1 (stereo not given)	-5	4.5	-1.2	-5.3	-2.8	-1.7	-6	-2	-1.4	-2	-2.0
CCC1CCC/C1=N\NC(=O)c1ccccc1Cl (stereo not given)	-3	-0.6	-1.4	2.6	0.0	nt	2	1	0.1	-10	-0.4
O=C(N/N=C1\CCCc2ccccc21)c1ccccc1[N+](=O)[O-]	2	1.4	-1.2	-1.2	-0.7	-1.2	-6	0	-0.6	0	-0.9
CCSc1n[nH]c(=S)s1	12	0.2	-0.3	0.5	0.1	1.7	-6	-1	0.2	-4	-1.8
CCn1cnc2sc(C(=O)Oc3ccc(Br)cc3)c(C)c2c1=O	3	1.6	-2.0	-0.6	-1.4	nt	-2	1	-0.5	5	-0.7

For convenience, 7 of the compounds above:
SMILES	sPLA2-III inh	GAA850 FXN act	PG9 Ab binder	hgDAF-12 ag	hcDAF-12 act	DAX1 inh-1	NR1D1 modulator	SMARCA2 act	DAX1 inh-2	PLC-beta3 inh	ssDAF-12 act
CN1CCN(CCNC(=O)Nc2ccccc2C(F)(F)F)CC1	-1	0.6	-0.6	1.2	-1.1	0.7	3	1	-0.6	5	-1.5
Cn1nc(-c2ccccc2)c2nc3ccccc3nc21	-1	-1.1	0.6	2.5	6.8*	-0.2	-1	0	0.1	-108	0.6
CCCCCCNS(=O)(=O)c1ccc(NC(=O)C2CCCO2)cc1 (stereo not given)	-5	4.5	-1.2	-5.3	-2.8	-1.7	-6	-2	-1.4	-2	-2.0
CCC1CCC/C1=N\NC(=O)c1ccccc1Cl (stereo not given)	-3	-0.6	-1.4	2.6	0.0	nt	2	1	0.1	-10	-0.4
O=C(N/N=C1\CCCc2ccccc21)c1ccccc1[N+](=O)[O-]	2	1.4	-1.2	-1.2	-0.7	-1.2	-6	0	-0.6	0	-0.9
CCSc1n[nH]c(=S)s1	12	0.2	-0.3	0.5	0.1	1.7	-6	-1	0.2	-4	-1.8
CCn1cnc2sc(C(=O)Oc3ccc(Br)cc3)c(C)c2c1=O	3	1.6	-2.0	-0.6	-1.4	nt	-2	1	-0.5	5	-0.7

High-throughput results: PubChem, several laboratories
